TRHR ag = qHTS for Small Molecule Agonists and Allosteric Enhancers of Human TRH Receptor: Primary Screen for Agonists. AID 493084, 2011. activation, % at 2 µM. Thyrotropin-releasing hormone receptor (Homo sapiens), P34981. 360,000 tested, 0.18% active. TRHR cells, calcium flux fluo-8, FDSS agonist mode; in the data active = activation above about 30%; also: 0% is about no effect
Target sequence (P34981 whole entry, looked up): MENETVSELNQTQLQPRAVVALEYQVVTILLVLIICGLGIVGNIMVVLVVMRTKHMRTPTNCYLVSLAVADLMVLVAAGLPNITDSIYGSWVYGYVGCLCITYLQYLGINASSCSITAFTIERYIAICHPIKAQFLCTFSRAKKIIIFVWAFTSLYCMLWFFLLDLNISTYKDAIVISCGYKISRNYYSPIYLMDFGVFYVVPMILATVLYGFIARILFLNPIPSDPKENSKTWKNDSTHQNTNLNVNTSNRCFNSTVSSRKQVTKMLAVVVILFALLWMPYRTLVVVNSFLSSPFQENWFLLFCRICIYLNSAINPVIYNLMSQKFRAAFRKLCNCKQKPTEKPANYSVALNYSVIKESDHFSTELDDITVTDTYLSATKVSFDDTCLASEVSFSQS
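Steps: seed TRHR cells overnight; add fluo-8 no-wash Ca dye, RT 30 min–1.5 h; record 10 s baseline; pin-transfer compounds; monitor fluorescence 1 cycle/s for the agonist window. Calcium increases flag candidate agonists.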
RXFP1 antagonist = qHTS Assay for Antagonists of the Relaxin Receptor RXFP1 | Relaxin receptor 1 (Homo sapiens), Q9HBX9 | HEK293-RXFP1, relaxin-stimulated cAMP HTRF, 30 min; active compounds read low | activity change, negative = inhibition, % at 57.5 µM | 350,000 tested, 0.59% active | AID 1259400, 2018;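 active = activity change of -60% or lower, but not beyond a set lower limit; inconclusive = change between -60% and -40%, or beyond the set limit; inactive = change above -40%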; also: % is scaled to controls: 0 for no effect and ±100 for the full control effect
RXFP1 ag = qHTS Assay for Agonists of the Relaxin Receptor RXFP1; HEK293T-RXFP1 cAMP TR-FRET, 30 min; response scale: percent of porcine relaxin response, buffer zero; Potency, µM (doses to about 57.5 µM), for the others: at the top dose activation, most hits filed as activators; 370,000 tested, 0.3% active; AID 2676, 2010; also: potency is read from the fitted curve at half-maximal effect; % is scaled to controls: 0 for no effect and ±100 for the full control effect; nearly all actives have a fitted effect of over 60% in size; many of its hits are not listed in these tables
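Agonist response is measured as cAMP accumulation in an RXFP1-transfected HEK293T line under PDE4 inhibition. Values are scaled between buffer-only and 29 nM porcine relaxin, and EC50s come from standard Hill equation fits.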
D1 agonist = Allosteric Agonists of the Human D1 Dopamine Receptor: qHTS; AID 504660, 2011; HEK293 T-REx D1 cells, calcium flux, agonist mode; D(1A) dopamine receptor (Homo sapiens), P21728; activation, % at 2 µM; 360,000 tested, 1% active; in the data active = activation above about 30%; also: 0% is about no effect
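Agonism was scored from calcium flux recorded over 180 s (1 read/s) after pintool compound addition, following a 10-cycle baseline. Cells were inducible force-coupled HEK293 TREx D1, plated overnight at 30 C and loaded with no-wash calcium dye.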
D1 potentiator = Potentiators of Human D1 Dopamine Receptor: qHTS. 360,000 tested, 0.036% active. HEK293 TREx D1 cells, calcium flux, dopamine EC20 potentiation. potentiation, % at 10 µM. AID 504651, 2011; in the data active = potentiation above about 30%; also: 0% is about no effect
D2 potentiator = HTS Assay for Positive Allosteric Modulators of the Human D2 Dopamine Receptor: Primary Screen for Potentiators; 340,000 tested, 0.34% active; AID 485347, 2010; potentiation, % at 10 µM; D(2) dopamine receptor (Homo sapiens), P14416; HEK293 T-REx D2, calcium flux, EC20 dopamine potentiation;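 active = potentiation over 3 SD above the plate norm, cut at about 30% in these data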; also: 0% is about no effect
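Calcium flux readout, no-wash dye, 1 read/s. Inducible HEK293 Trex D2 line, overnight 30 C. Compound alone 180 s (agonist flags), then EC20 dopamine, another 180 s to score potentiation.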
D1 antag = Antagonist of Human D 1 Dopamine Receptor: qHTS; AID 504652, 2011; activity change, negative = inhibition, % at 10 µM; HEK293 TREx D1 cells, calcium flux, dopamine EC80; active compounds read low; 360,000 tested, 3.2% active; in the data active = activity change below about -30%; also: % is scaled to controls: 0 for no effect and ±100 for the full control effect
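Antagonism measured as reduced calcium response to an EC80 dopamine addition following 180 s compound pre-read; cells were inducible HEK293 Trex D1 plated overnight at 30 C, read kinetically at 1 cycle/sec.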
TRHR PAM = qHTS for Small Molecule Agonists and Allosteric Enhancers of Human TRH Receptor: Primary Screen for Enhancers; Thyrotropin-releasing hormone receptor (Homo sapiens), P34981; TRHR cells, fluo-8 calcium fluorescence, EC20 TRH enhancement; enhancement, % at 2 µM; 360,000 tested, 0.66% active; AID 493056, 2011; in the data active = enhancement above about 30%; also: 0% is about no effect
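TRHR-expressing cells loaded with fluo-8 calcium dye were read kinetically (ex 480/em 530) during compound addition, then stimulated with an EC20 of TRH (10 nM final). Enhancement of the Gq-mediated intracellular calcium response was scored.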
Apoferritin bind = qHTS Assay for Identification of Novel General Anesthetics; Ferritin light chain (Equus caballus), P02791; apoferritin/1-aminoanthracene competitive binding, fluorescence; Potency, µM (highest dose often 77.5 µM), without a hit: top-dose activity change, negative = displacement, hits mostly inhibitors; 350,000 tested, 0.074% active; also: potency is read from the fitted curve at half-maximal effect; % is scaled to controls: 0 for no effect and ±100 for the full control effect; nearly all actives have a fitted effect of over 20% in size
Target sequence (P02791 2-175 limits assumed): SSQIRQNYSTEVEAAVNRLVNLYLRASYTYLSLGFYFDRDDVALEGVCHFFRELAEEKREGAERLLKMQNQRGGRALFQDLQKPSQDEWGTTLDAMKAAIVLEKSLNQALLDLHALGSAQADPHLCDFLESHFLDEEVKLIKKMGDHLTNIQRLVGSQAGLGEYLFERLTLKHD
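Steps: apoferritin (10 uM) was premixed with half-saturated 1-AMA in PBS, compounds were pin-transferred, plates stood 10 min at room temperature, fluorescence was read at 380/535 nm, and curves were fitted with a Hill equation.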
An asterisk follows results filed as active; ? = inconclusive; · = no result given; [ ] = remark or other dose. Unless noted, calls follow the shape of the dose curve; as a rule, active = well fitted curve in the direction sought with a large enough effect; inconclusive = small, poorly fitted or top-dose-only effect, or another doubt; inactive = no such curve, though single readings can be large; an effect the other way counts as inactive or inconclusive. These rows are one share of the data; the hit share may differ from the screen's.

SMILES	TRHR ag	RXFP1 antagonist	RXFP1 ag	D1 agonist	D1 potentiator	D2 potentiator	D1 antag	TRHR PAM	Apoferritin bind
CCOc1ccccc1NC(=O)CSc1nnc(Cc2cccn2C)n1-c1ccc(F)cc1	-0.4	-17	0.0%	5	11	1	29	5	-12%
Cc1ccc(SCCC(=O)N/N=C/c2cccnc2)cc1	0.2	4	0.4%	9	-6	1	-5	3	?
COc1ccc(/C=C(\NC(=O)c2ccccc2)C(=O)NCCN2CCOCC2)cc1	1.3	-20	0.2%	1	-6	0	1	12	-10%
Cc1nc(C(=O)Nc2ccccc2Cl)cc2c1[nH]c1ccccc12	0.5	-11	-6.1%	2	0	8	61	6	-8%
COc1ccc(C)cc1N1CC(C(=O)Nc2ccccc2C(=O)NC2CC2)CC1=O (stereo not given)	-0.7	-9	0.4%	0	-10	4	-3	-1	·
Cc1nn(C)c(C)c1S(=O)(=O)N(CC(=O)NCCN1CCOCC1)c1ccc(C(C)C)cc1	-0.1	·	1.7%	0	0	4	-11	0	1%
Cc1cccc(NC(=O)CN2C(=O)N/C(=C/c3cc(C)n(C)c3C)C2=O)c1	1.0	-23	-1.4%	4	0	4	11	-1	-19%
CC1CCCCN1C(=O)Cn1c(=O)n(CCC(=O)NCc2ccco2)c(=O)c2sccc21 (stereo not given)	0.3	-6	0.7%	0	-1	4	0	35*	-8%
COC(=O)c1ccccc1-c1ccc(C(c2c(C)[nH][nH]c2=O)c2c(C)[nH][nH]c2=O)o1	0.1	-5	2.0%	0	-5	20	-12	2	-18%
CC(C)=CCc1c(O)ccc(C(=O)Cc2ccccc2)c1O	2.5	-23	1.0%	13	0	11	-22	67*	?
COc1ccc(-c2noc(-c3ccc(N4CCN(C)CC4)c([N+](=O)[O-])c3)n2)cc1	0.2	·	14%	7	-1	5	-14	6	-6%
CCN(CC)S(=O)(=O)c1cccc(NC(=O)C2CC(=O)N(c3ccc4c(c3)OCCO4)C2)c1 (stereo not given)	-0.2	8	-0.2%	5	-4	8	0	5	·

Arranged by value in D1 antag (low to high): three from the list above.
canonical_smiles	D1 antag
COC(=O)c1ccccc1-c1ccc(C(c2c(C)[nH][nH]c2=O)c2c(C)[nH][nH]c2=O)o1	-12
COc1ccc(/C=C(\NC(=O)c2ccccc2)C(=O)NCCN2CCOCC2)cc1	1
CCOc1ccccc1NC(=O)CSc1nnc(Cc2cccn2C)n1-c1ccc(F)cc1	29

The listing continues:
SMILES	TRHR ag	RXFP1 antagonist	RXFP1 ag	D1 agonist	D1 potentiator	D2 potentiator	D1 antag	TRHR PAM	Apoferritin bind
COCCCN(C(=O)c1ccccc1F)c1nc(-c2ccc(OC)cc2)cs1	0.9	-2	0.2%	6	-13	12	-19	-8	2%
CCC(c1nnnn1CCOC)N1CCN(c2cccc(C(F)(F)F)c2)CC1 (stereo not given)	-0.7	2	2.1%	-1	-1	-17	4	1	-18%
Cc1cc(C)c(N(C(=O)c2csnn2)C(C(=O)NC2CCCC2)c2ccncc2)c(C)c1 (stereo not given)	0.0	14	2.1%	2	-6	-7	-16	3	1%
Cn1nnnc1SCc1nc2ccccc2[nH]1	0.3	2	1.6%	1	-3	4	0	2	-14%
CC(C)(C)C1=NN(c2ccc([N+](=O)[O-])cc2)C(c2ccccc2)C1 (stereo not given)	1.2	-2	-0.1%	6	-2	-2	2	-16	?
CCOC(=O)C(Cc1ccc(OC)c([N+](=O)[O-])c1)NC(=O)CCC(=O)Nc1ccc(OC)cc1 (stereo not given)	0.1	12	1.9%	1	-3	-1	6	4	-11%
Cc1ccc(S(=O)(=O)N2CCOCC2)cc1NC(=O)CSc1ncccn1	0.1	8	4.5%	2	-7	-13	-9	-2	·
COc1cccc(CSc2nc3cc4c(cc3cc2C)OCCO4)c1	0.7	-7	0.2%	24	1	9	-4	3	40%[activator]
Cc1ccsc1/C=N/NC(=O)c1ccc([N+](=O)[O-])cc1	0.1	-9	-1.0%	0	-4	·	2	1	0%
Fc1ccccc1N1CCN(C(c2cccs2)c2nnnn2CCc2ccccc2)CC1 (stereo not given)	0.3	-8	-0.2%	5	-4	-6	5	-1	-19%
COc1ccc(N2CCN(c3ccc([N+](=O)[O-])nc3)CC2)cc1	-0.1	-8	0.4%	1	-5	-2	-8	-4	-7%
COC(=O)c1ccccc1S(=O)(=O)C(C)(C)C	0.6	-16	0.4%	2	-4	-2	-8	0	-2%
COc1ccc(CN2CCCC(C(=O)c3ccc(Cl)cc3)C2)cc1Cn1cccn1 (stereo not given)	1.6	-13	3.4%	3	-3	-18	-6	-6	?
Cc1ccc(C)c(Cn2nnc3c(=O)[nH]c(C4CCCN(C(=O)C5CCCCC5)C4)nc32)c1 (stereo not given)	-2.5	3	2.0%	1	0	2	-11	1	?
Cc1cc(C)c(CN2CCN(C(=O)Cn3ccc(NC(=O)OCc4ccccc4)nc3=O)CC2)c(C)c1	-0.5	·	-0.1%	0	-2	11	·	8	·

Gathered by group: the entries above containing a halogen
SMILES	TRHR ag	RXFP1 antagonist	RXFP1 ag	D1 agonist	D1 potentiator	D2 potentiator	D1 antag	TRHR PAM	Apoferritin bind
CCOc1ccccc1NC(=O)CSc1nnc(Cc2cccn2C)n1-c1ccc(F)cc1	-0.4	-17	0.0%	5	11	1	29	5	-12%
Cc1nc(C(=O)Nc2ccccc2Cl)cc2c1[nH]c1ccccc12	0.5	-11	-6.1%	2	0	8	61	6	-8%
COCCCN(C(=O)c1ccccc1F)c1nc(-c2ccc(OC)cc2)cs1	0.9	-2	0.2%	6	-13	12	-19	-8	2%
CCC(c1nnnn1CCOC)N1CCN(c2cccc(C(F)(F)F)c2)CC1 (stereo not given)	-0.7	2	2.1%	-1	-1	-17	4	1	-18%
Fc1ccccc1N1CCN(C(c2cccs2)c2nnnn2CCc2ccccc2)CC1 (stereo not given)	0.3	-8	-0.2%	5	-4	-6	5	-1	-19%
COc1ccc(CN2CCCC(C(=O)c3ccc(Cl)cc3)C2)cc1Cn1cccn1 (stereo not given)	1.6	-13	3.4%	3	-3	-18	-6	-6	?
